KDM5B inh: Primary screen for KDM5B Histone Demethylases FDH-coupled qHTS; hit rate 2.6% among 220,000; Lysine-specific demethylase 5B (Homo sapiens), Q9UGL1; Potency, µM (highest dose often 57.7 µM), without a hit: at the highest dose activity change, negative = inhibition, usual class: inhibitors; KDM5B demethylase, FDH-coupled NADH fluorescence (FDH is formaldehyde dehydrogenase); active = well fitted inhibition curve with a large enough effect; inconclusive = small, poorly fitted or top-dose-only effect; inactive = no such curve, though single readings can be large or run the other way; also: 0% is about no effect; nearly all actives have a fitted effect of over 70% in size
Target sequence (Q9UGL1 whole entry, looked up): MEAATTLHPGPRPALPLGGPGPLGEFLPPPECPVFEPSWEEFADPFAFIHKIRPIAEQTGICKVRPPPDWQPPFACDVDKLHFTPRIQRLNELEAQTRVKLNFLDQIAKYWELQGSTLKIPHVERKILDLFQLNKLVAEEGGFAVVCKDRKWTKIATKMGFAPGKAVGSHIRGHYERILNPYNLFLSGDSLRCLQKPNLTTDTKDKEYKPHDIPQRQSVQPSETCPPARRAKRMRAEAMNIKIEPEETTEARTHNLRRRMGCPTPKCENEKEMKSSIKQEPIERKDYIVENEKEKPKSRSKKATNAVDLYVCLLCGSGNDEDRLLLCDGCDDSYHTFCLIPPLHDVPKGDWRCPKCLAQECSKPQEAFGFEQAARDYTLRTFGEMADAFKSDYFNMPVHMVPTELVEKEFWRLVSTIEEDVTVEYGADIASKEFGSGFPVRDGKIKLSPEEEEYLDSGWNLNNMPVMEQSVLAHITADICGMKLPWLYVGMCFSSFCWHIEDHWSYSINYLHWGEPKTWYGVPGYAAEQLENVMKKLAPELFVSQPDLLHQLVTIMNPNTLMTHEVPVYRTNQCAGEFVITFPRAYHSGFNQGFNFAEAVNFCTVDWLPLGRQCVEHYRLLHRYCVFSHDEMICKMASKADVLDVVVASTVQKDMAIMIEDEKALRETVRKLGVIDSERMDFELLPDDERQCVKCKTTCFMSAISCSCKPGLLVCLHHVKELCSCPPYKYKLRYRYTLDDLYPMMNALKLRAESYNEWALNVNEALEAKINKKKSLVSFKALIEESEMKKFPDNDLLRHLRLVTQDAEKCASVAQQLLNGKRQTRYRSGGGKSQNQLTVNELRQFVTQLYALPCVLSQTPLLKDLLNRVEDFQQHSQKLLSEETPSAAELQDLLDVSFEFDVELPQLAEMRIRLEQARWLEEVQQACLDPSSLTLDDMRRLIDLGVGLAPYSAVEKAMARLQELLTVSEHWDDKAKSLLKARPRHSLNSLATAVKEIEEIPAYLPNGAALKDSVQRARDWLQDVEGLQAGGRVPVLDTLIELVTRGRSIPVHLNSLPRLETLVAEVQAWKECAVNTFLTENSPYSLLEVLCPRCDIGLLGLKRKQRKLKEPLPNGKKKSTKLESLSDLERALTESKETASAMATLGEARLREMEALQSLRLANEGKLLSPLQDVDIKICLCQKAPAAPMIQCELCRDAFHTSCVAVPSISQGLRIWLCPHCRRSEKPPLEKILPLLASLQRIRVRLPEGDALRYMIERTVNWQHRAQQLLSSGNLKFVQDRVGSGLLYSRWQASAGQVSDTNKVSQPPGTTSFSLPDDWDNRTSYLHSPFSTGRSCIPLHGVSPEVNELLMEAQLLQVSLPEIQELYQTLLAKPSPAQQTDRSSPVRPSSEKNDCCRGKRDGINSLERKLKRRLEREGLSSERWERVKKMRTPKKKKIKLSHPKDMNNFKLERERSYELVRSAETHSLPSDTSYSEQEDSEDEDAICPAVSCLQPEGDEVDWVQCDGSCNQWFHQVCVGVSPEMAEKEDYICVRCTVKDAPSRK
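KDM5BΔAP (200 nM final) in 50 mM HEPES pH 7.5, 0.01% Tween-20 was preincubated 10 min at RT with compound over a concentration range. Substrate mix (H3K4me3 12.5 µM, α-KG 25 µM, Fe²⁺, ascorbate, NAD⁺, FDH) was added, and NADH fluorescence change over 30 min gave dose-response curves.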
Numbers without * were called inactive; i = inactive; ? = inconclusive; [ ] = remark or other dose. Potency is read from the fitted curve at half-maximal effect. Only part of the results is shown. The share of hits here may be higher or lower than overall.

KDM5B inh | molecule
? | Cc1cccc(N(C)C(=O)Cn2cccc2-c2nc(-c3ccccc3)no2)c1
32µM* | O=C(Nc1ccc(Cl)cc1)c1nc2c(o1)CCN(Cc1cccc(O)c1)CC2
40µM* | COCCNc1cc(-c2noc([C@@H]3CCCN3C3CCN(C(C)=O)CC3)n2)ccn1
29% | Cc1ccc(C)c(N2CC(C(=O)Nc3cc(C)on3)CC2=O)c1 (centres undefined)
-14% | CCOC(=O)N1CCC(NC(=O)c2cnn(-c3ccc(C)cc3)c2C2CCN(C(=O)OC(C)(C)C)CC2)CC1
-20% | Cc1nc2ccccn2c(=O)c1NC(=O)c1c(F)cccc1F
18%[115 µM] | CC(C)N[C@@H](Cn1ccc(=O)[nH]c1=O)C(=O)O
? | CCCCn1nnc(NC(=O)COc2ccc(C(C)(C)C)cc2)n1
-174% | Cc1oc(-c2nc(C#N)c(N3CCCC3)o2)cc1S(=O)(=O)N(C)C
21% | COC(=O)c1ccc(CC(Cc2ccc(C(=O)OC)o2)(C(C)=O)C(C)=O)o1
12% | N#Cc1cccc(Cn2cnc3c(Cl)cc(Cl)cc3c2=O)c1
19% | CC(C)OCc1cccc(CNC(=O)CNC(=O)C2CCCC2)c1
-2% | Cc1[nH]c2ccccc2c1C(=O)C(=O)NC1CC1
43%[activator] | c1ccc(Cn2cc(CNc3ncncn3)cn2)cc1
7%[86.2 µM] | COc1cc(F)ccc1-c1cn(C)c(=O)n2cc(CN3CCNC(=O)C3)nc12
11% | COC(=O)N/N=C/c1cccc([N+](=O)[O-])c1
-28% | O=C(c1cccnn1)N1C[C@H]2CN(C3CCOCC3)C[C@@]2(C(=O)O)C1
0% | Cc1ccc(Cn2c(C3CCN(C(=O)c4ccc(C)cc4)CC3)n[nH]c2=O)cc1
? | Cc1cc2nc(-c3cc(NC(=O)c4cc5ccccc5o4)ccc3Cl)oc2cc1C
? | Cc1ccc(NC(=O)c2ccc(CN3C(=O)CCn4nc(C)cc43)cc2)c(Cl)c1
-18% | CCc1nc2c(c(-c3ccc(Cl)cc3)n1)CN(C(=O)COC)CC2
-2% | CN(C1CCc2nn(C)c(=O)n2CC1)S(=O)(=O)c1cccc2cccnc12 (centres undefined)
19% | C/C(CC(=O)Nc1cccc(C(F)(F)F)c1)=N\NC(=O)c1cnccn1
-1%[86.2 µM] | COC(=O)CN1C(=O)[C@@H]2C[C@@H](O)CN2C2(CN(CC3CC3)C2)C1=O
i | COc1ccc2c(c1)c1c(c(=O)n(-c3cccc(Cl)c3)c(=O)n1CC(=O)N1CCCC1)n2C
-16% | Cc1ccccc1CN1C[C@@H]2C(=O)N(CCc3ccccc3)C(=O)[C@@H]2C1
12% | OCCCNC(=S)Nc1ccc(Br)cc1
8% | COc1ccc(N2CCN(c3cc(C)nc4nc(-c5ccc(C)cc5)nn34)CC2)cc1
-10% | CC(C)CNC(=O)N1[C@H](c2cccs2)[C@@H](C)C(=O)[C@@H](C)[C@@H]1c1cccs1
-21% | NCCCOc1cccc2ccccc12
? | O=C(OCc1ccccc1)c1nc2ccccc2nc1N1CCN(c2ccccc2)CC1
17% | COc1ccc(OCCNC(=O)c2n[nH]c(=O)c3ccccc23)cc1
-27% | COCCNC(=O)[C@@H]1C[C@H](Oc2cccnc2)CN1C(=O)c1cccs1
1% | O=C(NCc1ccccc1Cl)C1CCC(=O)N(CCCN2CCCC2=O)C1 (centres undefined)
-14% | CCOC(=O)C1CCN(c2nc3ccccc3nc2Cl)CC1
-29% | CCN1CCN(CCNc2ncncc2-c2nc(-c3ccccc3)no2)CC1
-13% | COCCOC1CCN(S(=O)(=O)c2ccc(F)cc2)CC1
13% | Nc1nc(CN2CCN(C(=O)c3cc(F)cc(F)c3)CC2)nc2ccccc12
-20% | CCOC(=O)C1=C(CN2CCN(c3ccccc3F)CC2)NC(=O)NC1c1ccc(OC)cc1 (centres undefined)
-5% | CC(C)(C)C(=O)Nc1ccc(NC(=O)c2ccco2)nc1
-21% | Cc1ccc(S(=O)(=O)N2CCN(C(=O)COC(=O)c3ccc([N+](=O)[O-])o3)CC2)c(C)c1
-6% | O=C(CSCCSCC(=O)c1ccccc1)c1ccccc1
7% | COc1cccc2cc(C(=O)N(C)CCOc3ccccc3C)c(=O)oc12
-4% | Cc1cc(NC(=O)NCCNc2ccc(C#N)cn2)n(-c2ccccc2)n1
22% | CCOC(=O)CNC(=O)CNC(=O)c1ccc(OC(C)C)cc1
3% | Cc1cccc2c(C=O)c(C(C)(C)C)[nH]c12
? | CCc1nn(CC(=O)NCCN(CC)CC)c(=O)c2cc3occc3n12
? | FC(F)(F)c1cccc(C=Nc2cccc3c(N=Cc4cccc(C(F)(F)F)c4)cccc23)c1
0% | N#C/C(=C/c1ccccc1OC(F)F)c1nc2cc(C(F)(F)F)ccc2s1
10% | O=C(CN1C(=O)NC(c2ccc(Cl)cc2)C2=C1COC2=O)Nc1ccc(Br)cc1F (centres undefined)

New compounds follow
KDM5B inh | molecule
? | COc1cc2ncc3c(-c4ccccc4)nn(CC(=O)NC4CCCCC4)c3c2cc1OC
11% | COc1ccc(C(=O)N2CCC(Cc3noc(C4CCOCC4)n3)C2)cc1F (centres undefined)
9% | COc1ccc(-c2cn3nc(N4CCCC(C(=O)Nc5ccccc5F)C4)sc3n2)cc1 (centres undefined)
? | NC1CCCCN(Cc2cnc(-c3ccco3)nc2)C1 (centres undefined)
8% | O=C(CN1CCOc2ccccc2C1)N[C@H]1CCOC[C@H]1C1CCOCC1
? | CN(C)c1cccc(C(=O)Nc2ccc(-c3ccccc3)cc2)c1
? | CSc1nc(N2CCOCC2)c2c(c1C#N)CC(C(C)C)OC2 (centres undefined)
11% | CN1CCN(C(=O)N[C@@H]2CCOC[C@H]2OCc2ccccc2)CC1
? | Clc1ccc(Nc2ccc3ccccc3n2)cc1
8% | CCC(=O)Nc1ccc2c3c(cccc13)CC2
-9% | Cc1ccc(NC(=O)c2sc3nc(-c4ccc(F)cc4)cn3c2C)cc1Cl
-12% | CCc1sc(Nc2ccc(Cl)cc2)nc1-c1cc2cccc(OC)c2oc1=O
? | COC(=O)c1ccc([C@H]2Nc3ccc(S(=O)(=O)Nc4ccc(C)cc4)cc3[C@H]3C=CC[C@H]32)cc1
? | COc1ccc(CNS(=O)(=O)c2ccc3c(c2)N(C)CCS3)cc1
-4% | CC(C)(C)c1ccccc1NC(=O)CSc1ncnc2ccccc12
1% | O=C(CN1C(=O)NC2(CCCCC2)C1=O)NCCC1=CCCCC1
-21% | CC(C)CNc1nc(-c2ccc3c(c2)CC(C)N3S(C)(=O)=O)cs1 (centres undefined)
-20% | COC(=O)c1[nH]c2ccccc2c1NC(=O)CN1CCCC(C)C1 (centres undefined)
-2% | Cc1ccc(C)c(OCC(=O)N[C@H]2CCOC[C@H]2C2CCOCC2)c1C
6% | Cc1cccc(NC(=O)CNC(=O)CCc2ncc(-c3ccccc3F)o2)c1C

Molecules listed so far containing a COOH group, in the order listed:
KDM5B inh | molecule
18%[115 µM] | CC(C)N[C@@H](Cn1ccc(=O)[nH]c1=O)C(=O)O
-28% | O=C(c1cccnn1)N1C[C@H]2CN(C3CCOCC3)C[C@@]2(C(=O)O)C1

Carrying on.
KDM5B inh | molecule
15% | Cc1cccc(NC(=O)CCCc2nc3ccccc3o2)c1
-5%[86.2 µM] | COc1cccc(CN2CCOC[C@H](Oc3ccccc3)C2)c1
? | CC(C)c1ccc(Nc2sc(C(=O)c3ccccc3)c(N)c2S(=O)(=O)c2ccccc2)cc1
-5% | CC(=O)c1cccc(NC(=O)c2ccc3c(c2)CCN3S(=O)(=O)c2ccccc2)c1
26% | CC(C)(C)c1ccc(N2C(=O)CC(c3ccccc3)C2=O)cc1 (centres undefined)
8% | CC(C)C(=O)Nc1ccc2[nH]cc(C(C(=O)O)N3CCCCC3)c2c1 (centres undefined)
9% | CCOc1cccc(C2c3c(oc4ccc(F)cc4c3=O)C(=O)N2CCc2ccc(OC)cc2)c1 (centres undefined)
7% | COCCN1C(=O)c2cccn2CC1CNC(=O)c1cccc2nccnc12 (centres undefined)
? | CC(C)Oc1cccc(-c2nc(C(=O)NCc3ccccc3)cs2)c1
-55% | CCOC(=O)c1ccc2c(c1)N(CC(=O)N(C)c1ccccc1)C(=O)c1ccccc1S2
? | CNC(=O)Nc1ccc(C)n(CC(=O)NCc2ccccc2F)c1=O
8% | O=C(NCCCN1CCOCC1)c1csc(Nc2ccccc2Cl)n1
-13% | CCCC(=O)Nc1ccccc1C(=O)OCc1cc(=O)n2nc(C(C)C)sc2n1
-6% | O=c1c2c(-c3cccc([N+](=O)[O-])c3)ccnc2[nH]n1-c1ccccc1
? | C=CCNS(=O)(=O)c1ccc(C(=O)OCc2cc(=O)oc3cc(OC)ccc23)cc1
-15% | Cc1ccc(-c2nc(CN3CCCC3c3cc(C)no3)co2)cc1 (centres undefined)
? | COc1ccc(NC(=O)C2CCN(c3cc(C)nc4c(-c5ccc(Cl)cc5)c(C)nn34)CC2)cc1
? | COc1ccccc1NC(=O)c1c(NCc2ccc(OC)c(OC)c2OC)sc2c1CCC2
-8% | COc1ccc(Cl)cc1C(=O)N1CCC(COc2ccc3c(cnn3CCC(=O)O)c2)CC1
-3% | COc1cc(C(=O)O[C@H]2C/C(C)=C/CC[C@]3(C)O[C@@H]3C(O)C2C(C)C)cc(OC)c1OC (some centres undefined)
-3% | CCOCCc1nn2c(=O)cc(COC(=O)C3CCCCC3)nc2s1
? | COc1ccccc1-c1[nH]nc2ncc(-c3ccnn3C)nc12
-9%[86.2 µM] | O=C(NCc1cccnc1)[C@@H]1C[C@@H](c2ccc(F)cc2)N(Cc2ccccc2)C1
? | CCOc1cc(/C=C2/C(=N)N3N=C(C)SC3=NC2=O)ccc1OS(=O)(=O)c1ccc(C)cc1
-3% | Cc1ccc(Nc2c3c(nc4nncn24)CCC3)cc1
-4% | Cc1ccc(C2=Nc3ccccc3N(CC(=O)NCc3ccc(F)cc3)C(=O)C2)cc1C
-20% | CCC1Oc2ccc(C)cc2N(CC(=O)NCc2ccc(OC)cc2)C1=O (centres undefined)
7% | CC1CCc2sc(C(=O)OCC(=O)Nc3ccc([N+](=O)[O-])cc3C(F)(F)F)cc2C1 (centres undefined)
12% | CN(C)S(=O)(=O)c1ccc2c(c1)nnn2CCNC(=O)Nc1ccc(Br)cc1
-13% | NNC(=O)CSCc1nc(-c2ccccc2)cs1

In another format: entries from further up
CCOc1cc(/C=C2/C(=N)N3N=C(C)SC3=NC2=O)ccc1OS(=O)(=O)c1ccc(C)cc1
  KDM5B inh: ?

CN(C)S(=O)(=O)c1ccc2c(c1)nnn2CCNC(=O)Nc1ccc(Br)cc1
  KDM5B inh: 12%

CC1CCc2sc(C(=O)OCC(=O)Nc3ccc([N+](=O)[O-])cc3C(F)(F)F)cc2C1 (centres undefined)
  KDM5B inh: 7%

NNC(=O)CSCc1nc(-c2ccccc2)cs1
  KDM5B inh: -13%

(list continues)
KDM5B inh | molecule
7% | Cc1ccc(NCc2ccccc2-c2nnc(-c3ccccc3Cl)o2)c(C)c1
-29% | O=C(Cn1cc(SCc2ccccc2F)c2ccccc21)N1CCCCCC1
31% | COCCN(C(=O)CSc1nnc(-c2cccs2)n1N)c1c(N)n(Cc2ccccc2)c(=O)[nH]c1=O
-3% | Cn1nnc(-c2ccc(C(=O)N3CCCC4(CCNCC4)CC3)cc2)n1
-9% | Cc1ccc(NC(=O)c2cc3c(cc2C)OCCCO3)c(C)c1
-10%[86.2 µM] | O=C(NCc1ccccc1)C1=NO[C@@H]2CN(Cc3cccc(F)c3F)C[C@H]12
-4% | COc1ccc(CNC(=O)CSc2nc3ccccc3nc2N2CCCCC2)cc1
-17% | COc1ccccc1OC1(C(=O)O)CCN(C(=O)CC2C=CCC2)CC1 (centres undefined)
? | COC(=O)c1c(NC(=O)c2ccccc2OC)sc(C(=O)N2CCOCC2)c1C
26% | Cc1cc(-n2c(C)cc(C(=O)CSc3nnc(COc4ccccc4Cl)o3)c2C)no1

4 entries out of the list above, sorted by the value under KDM5B inh, descending:
Compound	KDM5B inh
Cn1nnc(-c2ccc(C(=O)N3CCCC4(CCNCC4)CC3)cc2)n1	-3%
Cc1ccc(NC(=O)c2cc3c(cc2C)OCCCO3)c(C)c1	-9%
COc1ccccc1OC1(C(=O)O)CCN(C(=O)CC2C=CCC2)CC1 (centres undefined)	-17%
O=C(Cn1cc(SCc2ccccc2F)c2ccccc21)N1CCCCCC1	-29%

Next compounds
KDM5B inh | molecule
9% | O=C(OC1CCCCC1)c1cccc(CS(=O)(=O)c2ccccc2)c1
2% | COc1ccc(C2(c3ccc(OC)cc3)NC(=O)N(CC(=O)Nc3ccccc3C)C2=O)cc1
0% | COc1ccc2cc(C(=O)N3CCN(c4ccccc4F)CC3)c(C)nc2c1
-17% | O=C(c1cc(F)ccc1F)N1CCC(Cc2nc(-c3ccc(F)cc3)no2)CC1
-8% | CN1CCN(C(=O)Cn2ccc3c(Br)cccc32)CC1
48%[activator] | O=c1cc(CSc2n[nH]c(-c3ccccc3)n2)nc2sc3c(n12)CCCC3
21% | CC(=O)c1cccc(Nc2nc3ccccc3nc2NS(=O)(=O)c2cc(C)ccc2C)c1

Screens as filed in PubChem.
